# Compound activity deposited in PubChem BioAssay by Southern Research Specialized Biocontainment Screening Center.
# M. tuberculosis HTS = M. tuberculosis growth inhibition, HTS (AID 449762). M. tuberculosis H37Rv growth inhibition, 7H9 media; higher % means a stronger effect. inhibition, % at 25 µM, or IC50 in µM where a hit was titrated. 330,000 tested, 0.59% active; in the data active means a potency from the dose series; inconclusive means inhibition above about 70% without an active follow-up result;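 further: bacterial growth assessed after seven days of incubation; strong numbers were not always called active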
# tuberculosis growth = growth inhibition of non-replicating M. tuberculosis (AID 488890); Mycobacterium tuberculosis non-replicating, growth inhibition; higher % means a stronger effect; one-dose inhibition, % at 25 µM; IC50 in µM for titrated hits; 320,000 tested, 0.39% active; in the data active means a potency from the dose series; inconclusive means inhibition mostly from about 82% at the one dose, without a potency; inactive means the rest, 99 in 100 with inhibition below about 76%;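 further: plate controls were DMSO cells for no effect and high antibiotic wells for full effect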
# influenza NS1A = H1N1 influenza NS1A inhibitors, functional cell based assay (AID 504329) | 340,000 tested, 0.3% active | NS1A functional cell-based assay, percent inhibition; higher % means a stronger effect | one-dose inhibition, % at 12.5 µM; IC50 in µM for titrated hits; in the data active means a potency from the dose series; inconclusive means inhibition above about 27% without an active follow-up result; further: strong numbers were not always called active
# PhoP GFP inhibition = PhoP regulon inhibitors, Salmonella typhi PhoP promoter GFP reporter, confirmatory (AID 1850). Salmonella Typhi PhoP-promoter GFP reporter, fluorescence, 4 h; higher % means a stronger effect. inhibition, % at 50 µM, or IC50 in µM where a hit was titrated. 310,000 tested, 0.33% active; in the data active means a potency from the dose series; inconclusive means inhibition mostly from about 25% at the one dose, without a potency; inactive means the rest, 99 in 100 with inhibition below about 19%;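 further: 0% = induced wells with vehicle and 100% = uninduced wells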
# VEEV TC-83 Vero = inhibitors of VEEV TC-83 cytopathic effect, confirmation, Vero cells (AID 588727) | Vero cells, VEEV TC-83 cytopathic effect inhibition; higher % means a stronger effect | inhibition, % at 20 µM; hits with a dose series show IC50 in µM | 350,000 tested, 0.13% active; in the data active means a potency from the dose series; inconclusive means inhibition mostly from about 14% at the one dose, without a potency; inactive means the rest, 99 in 100 with inhibition below about 12%; further: strong numbers were not always called active
# * marks the source's active call; other numbers are inactive results; i = inactive; ? = inconclusive; . = no result given.
# Letter code – A = M. tuberculosis HTS; B = tuberculosis growth; C = influenza NS1A; D = PhoP GFP inhibition; E = VEEV TC-83 Vero
CCOc1ccccc1CNC(=O)c1ccc(NC(=O)C2=C(C)OCCS2)cc1
  A: 36% | B: 46% | C: -4% | D: -2% | E: 13%

COc1ccc(C(=O)O)cc1S(=O)(=O)NC(C)(C)C
  A: -6% | B: 4% | C: 3% | D: -12% | E: 0.6%

COc1ccc(OC)c(-n2cnnn2)c1
  A: -1% | B: -6% | C: 2% | D: -12% | E: 3.6%

COc1ccccc1N1CCN(CCCN2C(=O)C3CCCN3C2=O)CC1 (centres undefined)
  A: . | B: . | C: 0% | D: . | E: 0.3%

O=C(NCCS(=O)(=O)NCCCc1ccccc1)c1ccccc1
  A: -3% | B: 8% | C: -7% | D: -4% | E: 0.4%

CC(C)(C)CC(C)(C)NC1=CC(=O)OC12CCCCC2
  A: -7% | B: -8% | C: -5% | D: -1% | E: i

COc1ccc(-c2c(-c3ccc(OCC(=O)NN)cc3O)n[nH]c2C(F)(F)F)cc1
  A: -4% | B: 38% | C: -4% | D: 4% | E: 2.6%

COc1cccc(NC(=O)[C@@H]2CCCN2S(=O)(=O)c2cccc3cccnc23)c1
  A: -3% | B: 0% | C: 11% | D: -6% | E: 0.2%

Cc1cccc(C(=O)NNC(=O)Nc2ccccc2)c1
  A: 0% | B: 15% | C: 8% | D: -12% | E: 0.5%

COc1cccc(-c2nnc(SCC(=O)Nc3ccc4c(c3)OCCO4)n2Cc2ccco2)c1
  A: -14% | B: -13% | C: 6% | D: 11% | E: 9.1%

CCc1nnc(NC(=O)CN2CCN(Cc3ccccc3Cl)CC2)s1
  A: 2% | B: ? | C: -3% | D: 3% | E: i

Cc1ccc(C(=O)N/C(=C/c2ccc(C(C)C)cc2)C(=O)NCCCN2CCOCC2)cc1
  A: 6% | B: 22% | C: . | D: -4% | E: 0.2%

CCOC(=O)C1=C(CN2CCN(C(=O)c3ccco3)CC2)NC(=O)NC1c1ccc(C)cc1 (centres undefined)
  A: -2% | B: 8% | C: 10% | D: 1% | E: 0.3%

S=c1[nH]c(-c2cccs2)cn1-c1ccccc1
  A: -14% | B: -15% | C: 1% | D: 1% | E: 2.7%

CCCCNc1c(-c2cccc(SC3CCCCC3)c2)nc2ccc(Cl)cn12
  A: 9% | B: 6% | C: -6% | D: -11% | E: 0.6%

Cc1noc(C)c1COc1ccccc1C(=O)N1CCN(S(=O)(=O)c2ccccc2C(F)(F)F)CC1
  A: -1% | B: -1% | C: -6% | D: 10% | E: 5.4%

CC(=NCCO)c1c(O)n(C)c(=O)n(C)c1=O
  A: -7% | B: -14% | C: -5% | D: 1% | E: 0.6%

COC(=O)C[C@H]1c2cc(C(F)(F)F)ccc2S(=O)(=O)N1C1CCCCC1
  A: 3% | B: 5% | C: 14% | D: -9% | E: 4.6%

COc1nc(NC2CCCCC2)nc(N2CCCCCC2)n1
  A: 61% | B: 43% | C: 4% | D: 4% | E: i

Cc1ccc2c(CSc3nncs3)cc(=O)oc2c1
  A: 6% | B: 9% | C: -12% | D: -10% | E: 0.2%

COC(=O)C1C(=O)C=C(N2CCOCC2)CC1(C)C (centres undefined)
  A: 5% | B: -10% | C: -11% | D: -3% | E: 0.2%

O=C(C1CCCN(Cc2ccc3c(c2)OCO3)C1)N1CCCC1 (centres undefined)
  A: 2% | B: -5% | C: -3% | D: -6% | E: 0.2%

O=S(=O)(NCC(c1ccco1)N1CCc2ccccc21)c1ccccc1 (centres undefined)
  A: -2% | B: 4% | C: 0% | D: -2% | E: 4.0%

CCC[C@@H]1CCCO[C@@](C(=O)NCc2ccccn2)(C(F)(F)F)C1
  A: -2% | B: -4% | C: -4% | D: -6% | E: i

Cc1c(Cl)cccc1NC(=S)NCCc1ccc(F)cc1
  A: 12% | B: 77% | C: 9% | D: -1% | E: i

CC1CCN(C(=O)COC(=O)c2ccc(N3CCCC3=O)cc2)CC1
  A: 9% | B: -12% | C: -17% | D: . | E: 2.0%

CN(CCC#N)C(=O)CC1(Cc2ccccc2)CCOC(C)(C)C1 (centres undefined)
  A: -2% | B: -11% | C: 15% | D: 7% | E: i

Nc1nonc1C(=O)N/N=C/c1cc2c(cc1[N+](=O)[O-])OCO2
  A: 3% | B: -11% | C: 7% | D: 8% | E: i

COc1ccc(NC(=O)CCOc2ccccc2F)cc1S(=O)(=O)N1CCCCC1
  A: -2% | B: 21% | C: -4% | D: . | E: 2.9%

CCCc1noc2c1C(c1ccoc1)C(C#N)=C(N)N2 (centres undefined)
  A: 8% | B: -10% | C: 9% | D: 5% | E: 1.2%

C[C@@H]1COC(=O)[C@@H](CC(=O)OC(C)(C)C)C/C=C\C[C@H](CC(=O)NCCO)C(=O)N1
  A: 1% | B: 3% | C: -11% | D: . | E: 0.1%

O=C(NCC1CCCO1)C(c1ccc(F)cc1)N(Cc1ccc(F)cc1)C(=O)Cn1nnc(-c2cccs2)n1 (centres undefined)
  A: -3% | B: -10% | C: -11% | D: -10% | E: 3.8%

COC(=O)CSC(=S)N1CCCC(C)C1 (centres undefined)
  A: -5% | B: ? | C: -2% | D: 0% | E: 0.9%

Cc1cccc(NC(=O)CSc2nc3ccccc3nc2N2CCCCC2)c1
  A: 6% | B: 16% | C: -1% | D: -2% | E: 9.2µM*

O=S(=O)(c1ccc(OCC(O)CNCc2ccco2)c(Cl)c1)N1CCOCC1 (centres undefined)
  A: -6% | B: 4% | C: 8% | D: -3% | E: i

CCCN(CC(=O)Nc1ccccc1OC)C(=O)c1cc(S(=O)(=O)NCc2ccccc2)ccc1C
  A: -22% | B: 5% | C: -8% | D: -1% | E: 9.8%

CCn1c(/N=C/c2ccccc2NS(=O)(=O)c2ccc(C)cc2)nc2ccccc21
  A: -5% | B: 56% | C: -13% | D: 0% | E: 0.6%

Cc1nnc(SCc2nc3ccccc3s2)n1-c1ccccc1
  A: -9% | B: 27% | C: 2% | D: -1% | E: i

O=C1C=C(Nc2ccc(Cl)cc2)CC(c2ccc(Cl)cc2)C1 (centres undefined)
  A: ? | B: 30% | C: -2% | D: 3% | E: 1.4%

COc1cccc(C2C(C(=O)c3cccs3)=C(O)C(=O)N2c2cc(C)on2)c1 (centres undefined)
  A: 5% | B: -2% | C: -1% | D: 2% | E: 0.1%

CCn1c(N)c(C(=O)NCC2CCCO2)sc1=S (centres undefined)
  A: -5% | B: 33% | C: -21% | D: 2% | E: 3.4%

Cc1ccc(-c2c[n+](CC(=O)Nc3cc(=O)n(C)c(=O)n3C)c3n2CCC3)cc1
  A: 5% | B: 3% | C: -5% | D: 0% | E: 0.8%

COc1ccc(-c2cn3cccnc3n2)cc1NC(=O)c1ccc(Br)o1
  A: . | B: . | C: 0% | D: -9% | E: i

O=C(NNC(=O)c1sccc1-n1cccc1)c1cccs1
  A: 7% | B: 4% | C: -10% | D: -5% | E: 0.4%

COc1ccc(CCNC(=O)CCc2ccsc2)cc1OC
  A: -1% | B: -14% | C: -5% | D: 3% | E: 1.6%

# Record cards, from the list above. Values in the order: M. tuberculosis HTS	tuberculosis growth	influenza NS1A	PhoP GFP inhibition	VEEV TC-83 Vero
# Entry for CC(C)(C)CC(C)(C)NC1=CC(=O)OC12CCCCC2 = -7%	-8%	-5%	-1%	i
# Entry for Cc1cccc(NC(=O)CSc2nc3ccccc3nc2N2CCCCC2)c1 = 6%	16%	-1%	-2%	9.2µM*
# Entry for O=C(NCC1CCCO1)C(c1ccc(F)cc1)N(Cc1ccc(F)cc1)C(=O)Cn1nnc(-c2cccs2)n1 (centres undefined) = -3%	-10%	-11%	-10%	3.8%

# Additional compounds follow:
# Letter code – A = M. tuberculosis HTS; B = tuberculosis growth; C = influenza NS1A; D = PhoP GFP inhibition; E = VEEV TC-83 Vero
CCC/C=N/NC(=O)C1COc2ccccc2O1 (centres undefined)
  A: -4% | B: -8% | C: 6% | D: -7% | E: 1.2%

NS(=O)(=O)c1ccc(NC(=S)NC(=O)c2cccc(Br)c2)cc1
  A: . | B: . | C: -7% | D: . | E: 9.7%

COC(=O)c1ccc(Oc2ccc(C(C)(C)C)cc2)c([N+](=O)[O-])c1
  A: 10% | B: 32% | C: 12% | D: 2% | E: 2.2%

CC(C)C(=O)Nc1ccc2c(c1)C(=O)N(CCC(=O)O)C2=O
  A: 3% | B: 21% | C: -3% | D: -5% | E: 0.3%

O=C(c1cccc(S(=O)(=O)N2CCCC2)c1)N1CCCC(C(F)(F)F)C1 (centres undefined)
  A: -8% | B: -11% | C: 5% | D: 3% | E: 1.5%

CC1CCN(Cc2cc(=O)oc3cc4c(cc23)CCCC4)CC1
  A: 58% | B: 21% | C: -6% | D: 6% | E: i

Cn1c(Cn2c(=O)sc3ccccc32)nnc1SCC(=O)N1CCCC1
  A: 3% | B: -37% | C: 8% | D: 1% | E: 0.5%

CCOc1ccc(NC(=O)CN(C)C(=O)c2n[nH]c(=O)c3ccccc23)cc1OCC
  A: . | B: . | C: -2% | D: . | E: 3.8%

COC(=O)c1ccc(CSc2nc3ccc(S(=O)(=O)N4CCOCC4)cc3[nH]2)cc1
  A: -6% | B: 49% | C: -1% | D: -2% | E: 1.9%

CCOC(=O)C1CCN(C(=O)c2ccco2)CC1
  A: 5% | B: 15% | C: -1% | D: 8% | E: 0.2%

CCN(CC)S(=O)(=O)c1ccc(C(=O)OCC(=O)NCCN2C(=O)CSC2=O)cc1
  A: -6% | B: -5% | C: -2% | D: -4% | E: 1.4%

COC(=O)N1[C@H](Cc2ccccc2)C=C[C@]1(C)C(=O)O
  A: -2% | B: 4% | C: -2% | D: -4% | E: i

CC(=O)N1CCC(C(=O)Nc2nc(-c3ccccc3)ns2)CC1
  A: 1% | B: 2% | C: -1% | D: -2% | E: 2.1%

COc1ccccc1CNc1ccc(CNc2ncn[nH]2)cc1
  A: -8% | B: 15% | C: 4% | D: 4% | E: 2.1%

CC1CCCC(C)N1CC(O)COc1ccc(Cl)cc1 (centres undefined)
  A: -9% | B: 9% | C: 0% | D: -5% | E: 3.0%

NC(=O)NOCc1ncc(C(F)(F)F)cc1Cl
  A: -8% | B: -8% | C: -6% | D: 8% | E: 1.4%

COc1cccc2sc(N(CCCN(C)C)C(=O)C(c3ccccc3)c3ccccc3)nc12
  A: ? | B: 66% | C: 10% | D: 5% | E: i

O=C1NC(=O)C(=Cc2coc3ccc(O)cc3c2=O)C(=O)N1
  A: 4% | B: -11% | C: 6% | D: 0% | E: 2.4%

O=C(NCc1ccccn1)c1ccc(CNS(=O)(=O)c2cccc(Cl)c2)cc1
  A: 2% | B: 26% | C: -6% | D: -2% | E: 1.5%

Cn1c(C(=O)NCCCN2CCc3ccccc3C2)cc2c(=O)n(C)c3ccccc3c21
  A: -9% | B: 57% | C: 4% | D: -9% | E: 7.8%

Cc1ccc(OCC(=O)NC2CCS(=O)(=O)C2)cc1 (centres undefined)
  A: 1% | B: 0% | C: -20% | D: 3% | E: 1.1%

c1ccc(CCNCC2COc3ccccc3O2)cc1 (centres undefined)
  A: 3% | B: -6% | C: 6% | D: -13% | E: 0.8%

COc1ccc(C2C(C(=O)NCc3ccccn3)CCC(=O)N2c2cc(OC)c(OC)c(OC)c2)cc1 (centres undefined)
  A: -6% | B: -4% | C: -11% | D: -2% | E: i

Cc1cc(S(=O)(=O)/N=C(\N)c2ccc(C(N)=O)cc2)cc(C)c1F
  A: -3% | B: 6% | C: -2% | D: -21% | E: 0.8%

COc1ccccc1NS(=O)(=O)c1ccc(N2CCOCC2)c(N)c1
  A: -10% | B: 1% | C: -19% | D: . | E: 2.0%

O=C1C2C3C=CC(C3)C2C(=O)N1CNc1ccc(O)cc1 (centres undefined)
  A: -8% | B: 26% | C: . | D: -4% | E: .

O=C(O)c1[nH]c2ccccc2c1-c1ccccc1
  A: 6% | B: 19% | C: 3% | D: -22% | E: i

CC(=O)n1c(Cl)c(NC(=O)CCl)c2ccccc21
  A: ? | B: ? | C: 1% | D: 12% | E: ?

CCOC(=O)CCc1c(C)nc2cc(-c3ccc(F)cc3)[nH]n2c1=O
  A: 3% | B: -3% | C: 1% | D: 4% | E: 7.4%

O=C1CCCN1CCCNc1ncnc2c1[nH]c1ccc(Cl)cc12
  A: -1% | B: 21% | C: -7% | D: 3% | E: 9.4%

O=C(CN1CCN(Cc2ccccc2F)C1=O)NCc1cccnc1
  A: -14% | B: . | C: 3% | D: 15% | E: 1.6%

COc1ccccc1CNC(=O)COC(=O)CSc1ccc(C)c(C)c1
  A: . | B: . | C: -6% | D: . | E: 0.2%

Nc1cccc(Oc2cnccn2)c1
  A: -5% | B: -17% | C: 0% | D: 0% | E: 1.4%
